D1 agonist – activates the human D1 dopamine receptor. activation, % at 2 µM. HEK293 T-REx D1 cells, calcium flux, agonist mode. 360,000 compounds, 1% hits. P21728; also: 0% is about no effect
Target sequence (P21728 whole entry, looked up): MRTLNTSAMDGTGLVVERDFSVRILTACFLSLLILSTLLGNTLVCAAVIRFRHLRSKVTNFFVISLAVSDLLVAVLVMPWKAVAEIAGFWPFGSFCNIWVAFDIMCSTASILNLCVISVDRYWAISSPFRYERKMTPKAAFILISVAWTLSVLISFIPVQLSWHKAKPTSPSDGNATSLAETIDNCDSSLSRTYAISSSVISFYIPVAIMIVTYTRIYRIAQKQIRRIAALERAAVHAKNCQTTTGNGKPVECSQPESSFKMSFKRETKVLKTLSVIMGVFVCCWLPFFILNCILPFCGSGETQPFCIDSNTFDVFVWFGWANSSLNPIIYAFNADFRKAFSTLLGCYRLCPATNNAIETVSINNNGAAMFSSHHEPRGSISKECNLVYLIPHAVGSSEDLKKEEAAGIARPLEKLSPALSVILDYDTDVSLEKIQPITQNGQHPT
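Tetracycline-induced HEK293 TREx D1 cells, force-coupled to calcium signalling, were dye-loaded with a no-wash calcium kit. Compound was pin-added after a 10 s baseline. Fluorescence was read kinetically at 1 cycle/s for 180 s, with calcium rises flagged as agonism.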
D1 potentiator – potentiators of human D1 dopamine receptor; P21728; HEK293 TREx D1 cells, calcium flux, dopamine EC20 potentiation; potentiation, % at 10 µM; 360,000 compounds, 0.036% hits; in the data active = potentiation above about 30%; also: 0% is about no effect
D1 antag – antagonists of human D1 dopamine receptor; P21728; HEK293 TREx D1 cells, calcium flux, dopamine EC80; hits give low values; activity change, negative = inhibition, % at 10 µM; 360,000 compounds, 3.2% hits; AID 504652; in the data active = activity change below about -30%; also: % is scaled to controls: 0 for no effect and ±100 for the full control effect
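Inducible Hek293 Trex D1 cells (tetracycline, overnight, 30 C). Calcium dye 30–90 min RT. Antagonist mode: EC80 dopamine added after 180 s compound read.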
TRHR ag – agonists of human TRH receptor; P34981; TRHR cells, calcium flux fluo-8, FDSS agonist mode; activation, % at 2 µM; 360,000 compounds, 0.18% hits; AID 493084; also: 0% is about no effect
Target sequence (P34981 whole entry, looked up): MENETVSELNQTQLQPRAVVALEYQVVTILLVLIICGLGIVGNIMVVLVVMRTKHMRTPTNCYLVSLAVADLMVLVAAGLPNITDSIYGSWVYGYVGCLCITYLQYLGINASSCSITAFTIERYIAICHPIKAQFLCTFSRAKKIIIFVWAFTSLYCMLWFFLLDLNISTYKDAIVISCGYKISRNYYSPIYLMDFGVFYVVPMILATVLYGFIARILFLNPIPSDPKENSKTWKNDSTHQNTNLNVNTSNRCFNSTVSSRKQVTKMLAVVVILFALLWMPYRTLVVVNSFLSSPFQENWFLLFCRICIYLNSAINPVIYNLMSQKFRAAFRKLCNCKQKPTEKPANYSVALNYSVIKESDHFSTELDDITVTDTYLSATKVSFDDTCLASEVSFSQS
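Agonist-mode FDSS calcium read (Ex 480/Em 530, 1 s cycles) in 1536-well TRHR cells with fluo-8 dye, after 10-cycle baseline and 23 nL compound addition; TRH at EC20 (10 nM final) added afterwards for the enhancer phase.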
TRHR PAM – allosteric enhancers of human TRH receptor; P34981; TRHR cells, fluo-8 calcium fluorescence, EC20 TRH enhancement; enhancement, % at 2 µM; 360,000 compounds, 0.66% hits; AID 493056; in the data active = enhancement above about 30%; also: 0% is about no effect
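TRHR-expressing cells loaded with fluo-8 calcium dye were read kinetically (ex 480/em 530) during compound addition, then stimulated with an EC20 of TRH (10 nM final). Enhancement of the Gq-mediated intracellular calcium response was scored.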
RXFP1 antagonist – RXFP1 (human) relaxin receptor antagonism | Q9HBX9 | HEK293-RXFP1, relaxin-stimulated cAMP HTRF, 30 min; hits give low values | activity change, negative = inhibition, % at 57.5 µM | 350,000 compounds, 0.59% hits | AID 1259400;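 active = activity change of -60% or lower, but not beyond a set lower limit; inconclusive = change between -60% and -40%, or beyond the set limit; inactive = change above -40%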; also: % is scaled to controls: 0 for no effect and ±100 for the full control effect
D2 potentiator – positive allosteric modulators of human D2 dopamine receptor. HEK293 T-REx D2, calcium flux, EC20 dopamine potentiation. AID 485347. 340,000 compounds, 0.34% hits. P14416. potentiation, % at 10 µM;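 active = potentiation over 3 SD above the plate norm, cut at about 30% in these data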; also: 0% is about no effect
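Potentiation of an EC20 dopamine calcium response measured kinetically over 180 s, after a preceding 180 s compound-only read flagging agonists. Cells: inducible Hek293 Trex D2 line, 4000/well, cultured overnight at 30 C before dye loading.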
D2 ag – D2 dopamine receptor (human) agonism; P14416; HEK293 T-REx D2 cells, calcium flux agonist mode; activation, % at 2 µM; 340,000 compounds, 0.53% hits; AID 485358;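 active = activation over 3 SD above normal in the single-dose calcium agonist read, cut at about 30% in these data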; also: 0% is about no effect
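Tetracycline-induced HEK293 Trex cells with D2 receptor force-coupled to calcium signaling, plated overnight at 30 C and loaded with no-wash calcium dye. Calcium flux read kinetically for 180 s after compound addition; responses flag agonists.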
D2 antag – antagonists of human D2 dopamine receptor | P14416 | AID 485344 | HEK293 TREx D2 cells, calcium flux, dopamine EC80 | inhibition, % at 10 µM | 340,000 compounds, 2% hits; in the data active = inhibition above about 30%; also: 0% is about no effect
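Antagonism is scored as inhibition of an EC80 dopamine-evoked calcium signal in a force-coupled, tetracycline-inducible HEK293 T-REx D2 line, with compound present 180 s before agonist.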
An asterisk follows results filed as active; u = inconclusive; x = not tested or not shown. Rule as the data show it, unless noted: active = activation above about 30%; inactive = the rest.

SMILES	D1 agonist	D1 potentiator	D1 antag	TRHR ag	TRHR PAM	RXFP1 antagonist	D2 potentiator	D2 ag	D2 antag
COc1ccc(C(=O)Nc2ccc(Cl)cc2C(=O)NCCO)cc1	1	-6	-2	-0.1	1	-25	-17	0.0	-14
Cc1nc2c(-c3ccc(F)cc3)c(C)nn2c(C)c1CCC(=O)NCc1ccc(F)cc1	0	-6	-26	0.1	5	x	-1	0.9	x
N#Cc1nc(/C=C/c2ccccc2)oc1NCCCN1CCOCC1	4	7	-13	0.0	2	21	4	-0.5	-5
O=C(CC1Oc2ccccc2NC1=O)NCCc1ccccc1 (stereo not drawn)	0	5	3	-0.8	1	x	6	-1.4	22
COC(=O)c1c(-c2ccc(C)cc2)csc1NC(=S)NC(=O)c1cc(OC)cc(OC)c1	6	-3	-2	-0.5	3	9	9	-0.6	-3
COc1ccc(C)cc1S(=O)(=O)N(CC(=O)NCc1ccco1)c1ccc(C)cc1	11	2	14	-0.5	-1	5	-2	-0.6	-5
Cc1cc(/C=N/n2cnnc2)c(C)n1-c1ccc(OCc2ccccc2F)cc1	13	-11	-23	-1.0	-3	-24	-1	-0.3	5
COc1cccc(C2C=C(c3ccc(C)c(C)c3)Nc3nnnn32)c1OC (stereo not drawn)	2	-3	-11	0.2	-1	-12	-1	0.3	x
CCOc1ccccc1N1CC(C(=O)Nc2ccc(C(=O)O)cc2)CC1=O (stereo not drawn)	4	-2	6	1.4	-3	2	x	0.8	-4
CC(C)C(C(=O)Nc1nccs1)c1ccccc1 (stereo not drawn)	1	-5	17	3.3	-1	-21	-8	-0.1	8
COc1ccc(Cc2nnc(Nc3ccccc3)s2)cc1Br	4	-3	-22	1.4	-6	10	-5	-2.0	26
COc1ccc(C(=O)N2CCCC2(C#N)c2ccccc2)cc1[N+](=O)[O-] (stereo not drawn)	3	2	-13	0.7	-10	0	x	x	x
CCn1cc([N+](=O)[O-])c(C(=O)Nc2ccn(Cc3ccccc3)n2)n1	2	-6	3	0.0	15	-21	10	0.8	-16
COc1ccc(CCNC(=O)c2cc(-c3ccc(Cl)cc3)on2)cc1OC	0	1	7	1.4	-7	x	14	0.4	x
CCOC(=O)c1c(N)sc(C(C)=O)c1C	-1	1	5	-0.1	1	-11	9	0.3	19
COc1ccc(OC)c(/C=N/NC(=O)C(=O)NCc2cccnc2)c1	10	11	3	0.1	-5	-8	12	2.2	3
CCCN(C(=O)CSCc1c(C)noc1C)c1c(N)n(Cc2ccccc2)c(=O)[nH]c1=O	2	4	17	0.1	23	10	x	x	x
O=C(CN1C(=O)C2C3CCC(C3)C2C1=O)Oc1ccc2ccccc2c1 (stereo not drawn)	8	-9	-26	1.1	0	8	2	0.5	-13
COc1ccc(S(=O)(=O)Nc2ccc3c(c2)n(C)c(=O)n3C)cc1C	11	x	3	-1.3	-13	-8	-6	-3.0	12
Cn1c(SCCCC(=O)c2ccc(F)cc2)nnc1-c1ccncc1	7	-5	0	-1.2	13	-12	11	-0.7	-3
CCOC(=O)C1CCN(C(=O)CNC(=O)OC(C)(C)C)CC1	4	-3	6	0.4	-6	0	1	0.5	-3
O=C(O)c1ccc(Nc2nc(-c3cccnc3)cs2)cc1	4	-6	3	-0.7	19	-6	14	1.1	6
O=C(Nc1cccc2c1CCCC2)c1cc([N+](=O)[O-])cc([N+](=O)[O-])c1	0	-1	-24	-0.1	-1	x	-5	-2.8	6
CC(=O)C1=NOC(CNC(=O)c2c(-c3ccccc3Cl)noc2C)C1 (stereo not drawn)	6	-6	-24	-0.2	2	-16	32*	0.1	-6
Nc1nc(N)c(S(=O)(=O)c2ccccc2)c(Nc2ccccc2)n1	-1	-1	12	-2.9	14	x	23	0.3	x
O=C(Cn1ncc2c3ccccc3n(Cc3ccccc3)c2c1=O)N1CCCCCC1	0	-2	1	-0.5	1	12	1	0.0	x
Cc1ccc(-c2noc(-c3ccccc3OCC(=O)Nc3ccccc3[N+](=O)[O-])n2)cc1	0	0	12	0.1	-2	x	1	-0.9	x
C=CCn1c(SCC(=O)c2cc(C)n(CC3CCCO3)c2C)nnc1-c1ccccc1 (stereo not drawn)	1	-1	25	0.1	8	-11	-2	4.0	7
CCN(CC)CCn1c(N)c(S(=O)(=O)c2ccccc2)c2nc3ccccc3nc21	5	-19	-53*	-2.3	1	-3	x	x	x
CN(C)CCN1C(=O)C(O)=C(C(=O)c2cc3ccccc3o2)C1c1ccc(N(C)C)cc1 (stereo not drawn)	18	-1	5	12	0	x	6	8.4	-1
Cc1c(N2C(=O)/C(=C\c3ccc(N(C)C)cc3)N(C)C2=S)c(=O)n(-c2ccccc2)n1C	38*	0	7	16	6	-1	-1	5.4	10
CCOc1cc(/C=C2/SC(=S)NC2=O)ccc1OC(=O)c1ccco1	2	-2	-19	-1.1	1	u	-7	0.4	17
CC(NCc1ccc(N(C)C)cc1)C1CC2CCC1C2 (stereo not drawn)	6	4	-22	1.5	21	-7	6	0.5	1
CCOc1cccc(C(=O)Nc2cccc(-c3nnc(-c4ccccc4)o3)c2)c1	6	-7	0	0.7	0	-11	3	0.4	-13
COc1ccc(Cl)cc1NC(=O)CNc1ccccc1F	3	-1	-2	-0.5	-3	-11	-1	-1.2	1
O=C(Cc1ccccc1[N+](=O)[O-])OCC(=O)N1CCN(c2ccccc2)CC1	4	-12	-4	-0.4	-1	1	0	-0.5	-9
COc1ccc(Cl)cc1NC(=O)[C@@H]1CCCN1C(=O)c1cccs1	1	-9	1	-0.6	7	15	8	0.2	6
C/C(=N\Nc1nc(C)cc(-c2ccccc2)n1)c1ccc(O)cc1	3	3	-2	0.6	4	-1	-4	7.9	-5
COc1ccc(CC(=O)NC2CCS(=O)(=O)C2)cc1 (stereo not drawn)	3	-4	-6	0.9	3	15	-3	0.7	8
CCCNC(=O)Nc1nccs1	-1	-4	x	-1.2	-1	-3	7	-0.6	-9

Sorted by number of heavy atoms (lowest first): 3 of the compounds above.
SMILES	D1 agonist	D1 potentiator	D1 antag	TRHR ag	TRHR PAM	RXFP1 antagonist	D2 potentiator	D2 ag	D2 antag
CC(NCc1ccc(N(C)C)cc1)C1CC2CCC1C2 (stereo not drawn)	6	4	-22	1.5	21	-7	6	0.5	1
COc1ccc(Cl)cc1NC(=O)CNc1ccccc1F	3	-1	-2	-0.5	-3	-11	-1	-1.2	1
CCOC(=O)C1CCN(C(=O)CNC(=O)OC(C)(C)C)CC1	4	-3	6	0.4	-6	0	1	0.5	-3

The list continues.
SMILES	D1 agonist	D1 potentiator	D1 antag	TRHR ag	TRHR PAM	RXFP1 antagonist	D2 potentiator	D2 ag	D2 antag
Cc1ccc(N(CCC#N)C(=O)COC(=O)C2CCN(S(=O)(=O)c3ccc(C)c(C)c3)CC2)cc1	5	-6	1	0.3	-7	-22	-2	x	x
Cc1cc(C2=NNC(=Nc3ccccc3)SC2)c(C)n1C	1	-4	-32*	-0.3	0	-7	-10	-0.3	1
O=C1C(Cl)=C(Nc2cccc(O)c2)C(=O)N1Cc1ccccc1	1	-2	-28	-0.2	1	-18	5	4.4	-5
COc1cc(C(=O)NC2CC(C)(C)NC(C)(C)C2)cc(OC)c1OC	2	-2	2	1.0	-4	4	-20	-0.4	-4
Cc1ccc(-c2nc3nc(C)cc(N4CCN(c5cc(Cl)ccc5C)CC4)n3n2)cc1	1	-1	2	0.9	1	0	6	1.1	x
CCc1ccc(NC(=O)CSC2=Nc3ccccc3C3=NC(CCC(=O)NCc4cccs4)C(=O)N23)cc1 (stereo not drawn)	3	2	-12	-0.2	-2	u	-14	-0.4	x
O=C(Nc1ccc(NC(=O)c2cccs2)cn1)c1ccccc1	5	-7	-20	0.0	2	-7	8	5.2	-3
COCCN(C(=O)COc1ccccc1C#N)c1c(N)n(Cc2ccccc2)c(=O)[nH]c1=O	-1	-7	15	0.1	-2	-1	-4	0.7	-5
COc1cc(/C=C/C(=O)c2ccc([N+](=O)[O-])o2)ccc1O	0	3	1	0.2	0	x	4	-0.2	9
CC(=O)c1cccc(Nc2ccc3cc(S(=O)(=O)N4CCCC4)ccc3n2)c1	1	-2	-3	0.3	2	-14	x	-0.4	x
CCN(CC)c1ccc(NC(=O)Nc2ccc(C(C)=O)cc2)cc1	5	-1	-4	0.2	2	-13	0	0.7	17
CCCC12CN3CC(C)(CN(C1)C3c1ccc3c(c1)OCO3)C2=O (stereo not drawn)	1	-1	-24	-0.2	-1	4	2	0.1	-12
COc1ccc(S(=O)(=O)NCC(=O)Nc2ccc(F)cc2)cc1	2	1	-5	0.7	16	7	6	0.6	-1
CCc1nnc(NC(=O)C2CC(=O)N(C3CCCCC3)C2)s1 (stereo not drawn)	1	-8	7	0.4	5	-6	2	0.5	-11
COc1cc(NC(=O)CSc2nc3ccccc3nc2Cc2ccc(Cl)cc2)cc(OC)c1	2	1	-1	0.2	4	1	15	-1.1	x
Cc1cc(=O)oc2cc(NC(=O)c3cccc(S(C)(=O)=O)c3)ccc12	1	-8	2	-0.1	0	0	4	0.5	17
Cc1ccc(S(=O)(=O)NC(C(=O)Oc2cc3oc(=O)cc(C)c3cc2Cl)C(C)C)cc1 (stereo not drawn)	0	-6	30	0.4	3	-6	14	0.6	-7
CC(C)(C)c1ccc(OCCC(=O)NCCc2ccc(S(N)(=O)=O)cc2)cc1	0	9	3	0.2	5	-7	-4	-0.1	-17
O=C(NCc1nnc2c3ccccc3c(-c3ccccc3)nn12)c1ccc(Cl)cc1	2	4	9	0.9	-2	9	-2	1.4	-11
CC(C)(C)C(=O)NC(=S)NNC(=O)c1ccc(-c2ccccc2)cc1	262*	30	x	58*	-3	-38	-28	90*	64*
O=C(NCC1CCCCC1)C1(CC2CC(c3cccc(Br)c3)=NO2)CCNCC1 (stereo not drawn)	4	-1	-11	0.1	-2	x	5	-2.5	-2
CCOC(=O)C1CCN(C(=O)Cn2ncc3c([nH]c4ccc(C)cc43)c2=O)CC1	2	-3	6	0.5	-8	-11	-3	-1.1	x

2 of these compounds in another layout:
compound | D1 agonist | D1 potentiator | D1 antag | TRHR ag | TRHR PAM | RXFP1 antagonist | D2 potentiator | D2 ag | D2 antag
O=C(NCC1CCCCC1)C1(CC2CC(c3cccc(Br)c3)=NO2)CCNCC1 (stereo not drawn) | 4 | -1 | -11 | 0.1 | -2 | x | 5 | -2.5 | -2
Cc1cc(C2=NNC(=Nc3ccccc3)SC2)c(C)n1C | 1 | -4 | -32* | -0.3 | 0 | -7 | -10 | -0.3 | 1

Only TRHR ag, for 2 of the compounds above:
SMILES | TRHR ag
CC(=O)c1cccc(Nc2ccc3cc(S(=O)(=O)N4CCCC4)ccc3n2)c1 | 0.3
Cc1ccc(-c2nc3nc(C)cc(N4CCN(c5cc(Cl)ccc5C)CC4)n3n2)cc1 | 0.9
